PP5 primary = blocks human protein phosphatase 5 activity; purified PP5c, OMFP substrate fluorescence; inhibition, % at 6.7 µM; 320,000 compounds, 0.18% hits;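 active = inhibition above the campaign's mean inhibition across all tested compounds plus 3 SD, cut at about 9.5% in these data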;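 also: 0% = DMSO only and 100% = 100 µM cantharidin control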
PP1 inh = blocks human PP1-alpha phosphatase, a PP5 counter-screen; purified PP1alpha, OMFP fluorescence; inhibition, % at 6.7 µM; 320,000 compounds, 0.9% hits; AID 2235;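 active = inhibition above the mean inhibition of all tested compounds plus 3 SD, computed separately for each screening campaign, cut at about 15% in these data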
Target sequence (P62136 whole entry, looked up): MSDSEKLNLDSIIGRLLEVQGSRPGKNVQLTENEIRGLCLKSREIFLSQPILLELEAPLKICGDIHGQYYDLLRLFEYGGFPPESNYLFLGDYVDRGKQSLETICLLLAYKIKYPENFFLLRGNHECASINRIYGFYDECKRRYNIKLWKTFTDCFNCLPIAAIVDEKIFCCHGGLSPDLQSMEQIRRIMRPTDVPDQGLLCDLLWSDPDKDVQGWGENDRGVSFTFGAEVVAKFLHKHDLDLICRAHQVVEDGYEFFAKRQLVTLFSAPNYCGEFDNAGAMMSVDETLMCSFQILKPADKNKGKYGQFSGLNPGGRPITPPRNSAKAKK
CTSL1 counter = counter-screen for PFM18AAP inhibitors: inhibitors of F. hepatica cathepsin L1. recombinant F. hepatica cathepsin L1, Z-Leu-Arg-MCA fluorescence. inhibition, % at 5.96 µM. 300,000 compounds, 0.49% hits. AID 1906;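 active = inhibition above the mean of all tested compounds plus 3 SD, set per screening campaign, cut at about 17% in these data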;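 also: 0% = plate median of test compound wells and 100% = 1 µM Z-Phe-Ala-diazomethylketone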
TPT1 inhibitor = inhibitors of Candida albicans tRNA 2'-phosphotransferase TPT1; recombinant caTPT1, FP RNA substrate dephosphorylation; inhibition, % at 5 µM; 300,000 compounds, 0.81% hits;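 active = inhibition above the mean of all tested compounds plus 3 SD, set per screening campaign, cut at about 24% in these data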;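 also: plate controls were DMSO alone for no effect and ferristatin control at 100 nM for full effect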
proCasp7 act = counter-screen: procaspase-7 (human) activation | recombinant procaspase-7, Ac-DEVD-pNA absorbance 405 nm; D23A/D198A/D206A triple mutant, cannot self-cleave; scale: DMSO 0, 5 µM enzyme 100 | 330,000 compounds, 0.093% hits | activation, % at 8.5 µM | P55210;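 active = percent activation above the screen-wide mean plus 3 SD, cut at about 25% in these data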
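Detection: p-Nitroaniline absorbance at 405 nm, read at 0 and 120 min; system: Uncleavable procaspase-7 mutant enzyme; evaluation: % activation from two-timepoint absorbance difference, scaled to controls; times: 1 h enzyme–compound preincubation and 2 h substrate reaction, both 25 °C; buffer or medium: Zinc-free HEPES pH 7.4 with 300 mM NaCl, 0.01% Triton X-100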
proCasp3 act = activates human procaspase-3. AID 463141. P42574. recombinant procaspase-3 D3A, Ac-DEVD-pNA absorbance 405 nm. activation, % at 8.5 µM. 330,000 compounds, 0.11% hits;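 active = activation above the mean of all tested compounds plus 3 SD, cut at about 21% in these data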;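 also: 0% = DMSO alone and 100% = DMSO wells spiked with extra 5 µM PC-3 D3A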
Target sequence (P42574 whole entry D9A/D28A/D175A): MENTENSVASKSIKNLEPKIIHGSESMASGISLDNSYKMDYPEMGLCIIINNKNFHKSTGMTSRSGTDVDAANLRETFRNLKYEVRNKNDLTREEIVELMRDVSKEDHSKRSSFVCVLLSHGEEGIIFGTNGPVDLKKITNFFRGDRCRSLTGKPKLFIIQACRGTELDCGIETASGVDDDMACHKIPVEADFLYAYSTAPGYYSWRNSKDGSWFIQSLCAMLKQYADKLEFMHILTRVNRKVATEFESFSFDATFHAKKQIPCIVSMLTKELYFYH
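Test system: Procaspase-3 D3A mutant, all three cleavage aspartates alanine | Dosing: Single dose, 8.5 µM nominal compound, 0.8% DMSO | Schedule: 1 h preincubation, 2 h reaction | Technique: 405 nm absorbance of p-nitroaniline, reads at 0 and 120 min | Repeats: One well per compound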
PAFAH2 FP inh = PAFAH2 (human) inhibition; Q99487; recombinant PAFAH2, FP-rhodamine activity probe, fluorescence polarization; inhibition, % at 3.39 µM; 340,000 compounds, 0.99% hits; AID 492956;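 active = inhibition above the mean over all tested compounds plus 3 SD, cut at about 30% in these data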;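 also: inhibitors block probe labeling of enzyme so polarization drops; 0% = enzyme with DMSO and 100% = wells lacking PAFAH2 protein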
AHR act = activates the human aryl hydrocarbon receptor. P35869. AHR-responsive luciferase reporter cells, luminescence. activation, % at 5 µM. 320,000 compounds, 2.5% hits; in the data active = activation above about 47%;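 also: 0% = vehicle wells and 100% = reference agonist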
HCV core dimer = blocks dimerization of HCV core protein; TR-FRET GST/Flag-core106 dimerization, 1536-well; inhibition, % at 5 µM; 300,000 compounds, 0.33% hits; AID 1899;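 active = inhibition above the mean of all tested compounds plus 3 SD, set per screening campaign, cut at about 45% in these data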
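Assay system – GST-tagged and Flag-tagged HCV core protein residues 1-106 · Quantity – core106 proteins, GST 13.5 nM and Flag 17 nM · Benchmarks – unlabelled core106 and no-GST-core106 wells · Read-out basis – percent inhibition of core106 dimerization signal · Detection – time-resolved FRET, ex 340 nm, em 617 and 671 nm · Schedule – 4 h at 22.5 °C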
An asterisk follows results filed as active; · = not tested or not shown.

Abbreviations – A = PP5 primary; B = PP1 inh; C = CTSL1 counter; D = TPT1 inhibitor; E = proCasp7 act; F = proCasp3 act; G = PAFAH2 FP inh; H = AHR act; I = HCV core dimer
COCCN(C(=O)Nc1ccccc1)c1ccccc1
  A = 0.4 | B = -1 | C = -3 | D = -1 | E = 15 | F = 5 | G = 1 | H = 1 | I = -5
Nc1cc(C(=O)OCC(=O)NC(c2ccccc2)c2ccccc2)ccc1Cl
  A = -3.6 | B = 1 | C = -3 | D = -3 | E = 6 | F = 4 | G = -3 | H = 0 | I = -3
O=C(COC(=O)c1cc([N+](=O)[O-])ccc1Cl)NC1CCCC1
  A = 0.3 | B = 0 | C = -3 | D = -2 | E = -3 | F = 9 | G = 22 | H = 3 | I = 8
O=C1CN(C(=O)NCC(=O)N[C@@H](Cc2ccccc2)C(=O)O)c2ccccc2N1
  A = -0.6 | B = 1 | C = -2 | D = -2 | E = 4 | F = -5 | G = 1 | H = 3 | I = -15
COc1cccc(NC(=O)COC(=O)c2c(F)cccc2F)c1
  A = -1.8 | B = -2 | C = -6 | D = -3 | E = 0 | F = -1 | G = 57* | H = -1 | I = 4
O=C(COC(=O)c1ccc(OC(F)F)cc1)NCCC1=CCCCC1
  A = 2.6 | B = -6 | C = · | D = · | E = -19 | F = -3 | G = 41* | H = 1 | I = ·
O=C(CN1C(=O)C2CC=CCC2C1=O)NCc1ccc2c(c1)OCO2 (stereo not drawn)
  A = 0.4 | B = -2 | C = -3 | D = -7 | E = 4 | F = -1 | G = 0 | H = 2 | I = -4
CN(C1CCCCC1)S(=O)(=O)c1ccc(Cl)c(C(=O)O)c1
  A = -0.5 | B = -2 | C = -3 | D = -1 | E = 8 | F = 4 | G = -3 | H = 0 | I = -3
CC(=O)N1N=C(c2ccccc2O)OC1(C)CC(=O)Nc1ccccc1 (stereo not drawn)
  A = 0.6 | B = 0 | C = -5 | D = 1 | E = 2 | F = 5 | G = -1 | H = 29 | I = -9
O=C(COC(=O)CCC(=O)c1cccs1)Nc1cccc(S(=O)(=O)N2CCOCC2)c1
  A = 0.0 | B = -1 | C = -48 | D = -7 | E = 8 | F = 5 | G = -4 | H = 0 | I = 1
C[C@H](CO)N1C[C@H](C)[C@@H](CN(C)S(=O)(=O)c2cccs2)Oc2ccc(NS(=O)(=O)c3ccc(F)cc3)cc2C1=O
  A = · | B = · | C = · | D = · | E = 8 | F = -2 | G = 6 | H = 0 | I = ·
COc1ccc(Sc2ccccc2CN(C)C)cc1OC
  A = -0.9 | B = -7 | C = 5 | D = -1 | E = -6 | F = 6 | G = 4 | H = 1 | I = 2
CCc1ccc(S(=O)(=O)Nc2cccc(-c3ccc4nnc(C)n4n3)c2)s1
  A = -0.9 | B = 13 | C = -4 | D = 0 | E = 8 | F = 4 | G = 2 | H = 5 | I = 4
CC(C)C(NC(=O)c1ccc2c(c1)OCCO2)c1nc2ccccc2[nH]1 (stereo not drawn)
  A = 0.1 | B = -5 | C = -11 | D = -1 | E = 4 | F = 9 | G = 2 | H = 3 | I = 2
COc1cc(CN2CCC(n3nccc3NC(=O)C3CCOC3)CC2)ccc1F (stereo not drawn)
  A = 2.5 | B = -4 | C = -1 | D = -4 | E = 5 | F = 2 | G = 2 | H = -1 | I = -14
Cc1ccc(NC(=O)Cn2nc(C)c3ccccc3c2=O)c(C)c1
  A = 1.6 | B = 4 | C = 3 | D = 5 | E = 2 | F = -4 | G = -7 | H = 9 | I = -2
COC(=O)c1ccc(C(=O)OC)c(NC(=O)CN(C)Cc2ccccc2)c1
  A = 1.0 | B = 0 | C = 0 | D = 0 | E = -4 | F = 1 | G = -2 | H = 1 | I = 11
O=C(CNC(=O)c1ccco1)NCc1ccc2c(c1)OCO2
  A = · | B = · | C = · | D = · | E = 1 | F = 3 | G = 6 | H = 1 | I = ·
CC1CCCN(S(=O)(=O)c2cccc(-c3cn4cccnc4n3)c2)C1 (stereo not drawn)
  A = 4.1 | B = 0 | C = -8 | D = -6 | E = 8 | F = -13 | G = 15 | H = 4 | I = 8
C/C(=N/NC(=O)NC12CC3CC(CC(C3)C1)C2)c1ccccc1
  A = 3.6 | B = 0 | C = -3 | D = -1 | E = -8 | F = -1 | G = 6 | H = 3 | I = 5
O=C(Nc1ccccc1)C1=C[C@H](C2CCCCC2)C[C@H](OCc2ccc(CO)cc2)O1
  A = 1.4 | B = -1 | C = 3 | D = -2 | E = 2 | F = -3 | G = 0 | H = 1 | I = 9
COc1ccc(CNC(=O)CCC(=O)Nc2ccc(Cl)cc2)cc1
  A = -1.1 | B = -2 | C = 6 | D = 1 | E = 10 | F = 7 | G = 9 | H = 2 | I = 5
CC(O)CNCc1ccc(Cl)cc1Cl (stereo not drawn)
  A = 1.6 | B = -3 | C = 0 | D = 1 | E = 6 | F = 1 | G = -3 | H = 1 | I = -5
CC(=O)N1CCN(CC(=O)Nc2ccc3c(c2)CCC3)CC1
  A = 0.0 | B = 1 | C = -1 | D = -2 | E = 2 | F = 0 | G = -2 | H = -2 | I = -13
COc1ccc(Cl)cc1-c1nc(-c2ccncc2)no1
  A = -0.1 | B = -2 | C = 1 | D = -6 | E = -6 | F = -4 | G = 2 | H = 25 | I = -2
CSCC[C@H](NC(=O)N1CCn2c1nc1ccccc12)C(=O)N[C@@H](C(=O)O)c1ccccc1
  A = 3.5 | B = -3 | C = 6 | D = -4 | E = 2 | F = 4 | G = -1 | H = 2 | I = -1
COc1ccc(NC(=O)CSCC(=O)Nc2ccc(S(=O)(=O)N3CCCC3)cc2)cc1
  A = 0.2 | B = -1 | C = -1 | D = 0 | E = 6 | F = 1 | G = -5 | H = 6 | I = -6
COCCn1c(=O)c2c(nc3n2CCCN3Cc2ccccc2)n(C)c1=O
  A = 0.4 | B = 2 | C = 0 | D = 2 | E = 9 | F = -11 | G = 5 | H = 17 | I = -1

Individual results from the results shown:
O=C(Nc1ccccc1)C1=C[C@H](C2CCCCC2)C[C@H](OCc2ccc(CO)cc2)O1 @ PAFAH2 FP inh: 0
O=C(CN1C(=O)C2CC=CCC2C1=O)NCc1ccc2c(c1)OCO2 (stereo not drawn) @ CTSL1 counter: -3
Nc1cc(C(=O)OCC(=O)NC(c2ccccc2)c2ccccc2)ccc1Cl @ proCasp3 act: 4

Part of the list above in order of formula weight, largest number first.
Abbreviations – A = PP5 primary; B = PP1 inh; C = CTSL1 counter; D = TPT1 inhibitor; E = proCasp7 act; F = proCasp3 act; G = PAFAH2 FP inh; H = AHR act; I = HCV core dimer
Nc1cc(C(=O)OCC(=O)NC(c2ccccc2)c2ccccc2)ccc1Cl
  A = -3.6 | B = 1 | C = -3 | D = -3 | E = 6 | F = 4 | G = -3 | H = 0 | I = -3
CC1CCCN(S(=O)(=O)c2cccc(-c3cn4cccnc4n3)c2)C1 (stereo not drawn)
  A = 4.1 | B = 0 | C = -8 | D = -6 | E = 8 | F = -13 | G = 15 | H = 4 | I = 8
CC(C)C(NC(=O)c1ccc2c(c1)OCCO2)c1nc2ccccc2[nH]1 (stereo not drawn)
  A = 0.1 | B = -5 | C = -11 | D = -1 | E = 4 | F = 9 | G = 2 | H = 3 | I = 2
CC(=O)N1CCN(CC(=O)Nc2ccc3c(c2)CCC3)CC1
  A = 0.0 | B = 1 | C = -1 | D = -2 | E = 2 | F = 0 | G = -2 | H = -2 | I = -13
COCCN(C(=O)Nc1ccccc1)c1ccccc1
  A = 0.4 | B = -1 | C = -3 | D = -1 | E = 15 | F = 5 | G = 1 | H = 1 | I = -5

Among those listed so far, three contain a COOH group.
Abbreviations – A = PP5 primary; B = PP1 inh; C = CTSL1 counter; D = TPT1 inhibitor; E = proCasp7 act; F = proCasp3 act; G = PAFAH2 FP inh; H = AHR act; I = HCV core dimer
O=C1CN(C(=O)NCC(=O)N[C@@H](Cc2ccccc2)C(=O)O)c2ccccc2N1
  A = -0.6 | B = 1 | C = -2 | D = -2 | E = 4 | F = -5 | G = 1 | H = 3 | I = -15
CN(C1CCCCC1)S(=O)(=O)c1ccc(Cl)c(C(=O)O)c1
  A = -0.5 | B = -2 | C = -3 | D = -1 | E = 8 | F = 4 | G = -3 | H = 0 | I = -3
CSCC[C@H](NC(=O)N1CCn2c1nc1ccccc12)C(=O)N[C@@H](C(=O)O)c1ccccc1
  A = 3.5 | B = -3 | C = 6 | D = -4 | E = 2 | F = 4 | G = -1 | H = 2 | I = -1
